Source: PubChem (Johns Hopkins Ion Channel Center)
KCNQ2 inh = KCNQ2 channel blockers in CHO-K1 cells – cell-based, FluxOR thallium flux, B-score, primary screen (AID 2156). 20 min; active compounds read low. B-score at 10 µM. actives 1.1% (n = 310,000);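 active = fluorescence ratio B-score at most minus 3 library SDs, with starting brightness B-score within 2 library SDs, cut at about -5.5 in these data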
Kir21 block = inhibitors of mouse Kir2.1 inward-rectifier potassium channel | B-score at 10 µM | actives 0.85% (n = 310,000) | HEK293-Kir2.1, FluxOR thallium flux fluorescence; active compounds read low | AID 1672;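 active = fluorescence ratio B-score at or below minus 3 SD of library scores, with starting-brightness B-score within 2 SD, cut at about -4.2 in these data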;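 note: channel flux triggered by added potassium and thallium sulfate stimulus; B-score of peak minus minimum fluorescence over baseline after thallium stimulus; more negative B-score means stronger Kir2.1 block with less thallium influx; some compounds called inactive have numbers as strong as hits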
Target sequence (P35561 whole entry, looked up): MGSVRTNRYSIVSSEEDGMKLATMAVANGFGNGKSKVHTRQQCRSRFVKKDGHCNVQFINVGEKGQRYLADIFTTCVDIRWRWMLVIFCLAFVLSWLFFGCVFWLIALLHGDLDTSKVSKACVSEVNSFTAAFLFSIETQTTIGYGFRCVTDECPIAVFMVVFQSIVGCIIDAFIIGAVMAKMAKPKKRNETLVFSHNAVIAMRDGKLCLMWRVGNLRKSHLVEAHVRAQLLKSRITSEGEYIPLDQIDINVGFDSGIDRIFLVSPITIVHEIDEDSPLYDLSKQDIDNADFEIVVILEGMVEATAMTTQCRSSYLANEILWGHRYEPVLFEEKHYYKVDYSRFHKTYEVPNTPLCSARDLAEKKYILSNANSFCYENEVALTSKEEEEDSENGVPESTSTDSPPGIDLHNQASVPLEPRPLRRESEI
* marks the source's active call; other numbers are inactive results; i = inactive; & = joins results of further samples.

SMILES	KCNQ2 inh	Kir21 block
COC(=O)c1ccc(Nc2nnc(-c3ccc(C)c(S(=O)(=O)NCC4CCCO4)c3)c3ccccc23)cc1 (stereo unspecified)	i	0.95
COC(=O)c1ccc(NC(=O)CN2CCN(CC#N)CC2)cc1	i	1.53
CC(C)c1cc(C(=O)O)c2ccccc2n1	i	0.93
O=C(Nc1ccc2nc(-c3cccs3)[nH]c2c1)c1cccs1	i	1.95
COC(=O)c1ccc(N2C(=O)CC(N3CCN(C(=O)c4ccco4)CC3)C2=O)cc1 (stereo unspecified)	i	0.01
CCOC(=O)c1ccc(NC(=S)N(CCN(C)C)C(C)c2ccncc2)cc1 (stereo unspecified)	i	-0.16
CS(=O)(=O)N(CC(=O)Nc1ccccc1F)C1CCCCC1	i	1.22
O=[N+]([O-])c1ccc(/C=C2\CCC(C3=CCCC3)=C2N2CCOCC2)cc1	i	-1.87
Cc1ccc(S(=O)(=O)NNC(=O)C2CC=CCC2C(=O)O)cc1 (stereo unspecified)	i	1.45
Brc1ccccc1OCCN1CCCC1	i	1.06
COc1cc(OC)c(OC)cc1CN1CCN(c2ccccc2OC)CC1	i	0.02
O=C(NC1CCSC1)c1cccc(Cl)c1 (stereo unspecified)	i	1.16
CCCS(=O)(=O)c1nc(S(=O)(=O)c2ccc(C)cc2)c(NCCCN(C)C)s1	i	-0.35
Cc1cc(N2CC34C=CC(O3)C(C(=O)O)C4C2=O)no1 (stereo unspecified)	i	-0.2
O=C(N/N=C/c1ccc(Cl)cc1)c1cc2c(s1)-c1ccccc1CC2	i	0.7
CCOC(=O)c1cc2sccc2n1CCCN1C(=O)c2ccccc2C1=O	i	-0.27
CCn1ncc(Br)c1C(=O)Nc1nccs1	i	-0.5
O=C(C1Cc2ccccc2O1)N1CCCCC1 (stereo unspecified)	i	0.62
C=CCOc1ccc(C2=NO[C@@H]3[C@@H]4C[C@@H]([C@H]5C(=O)N(C)C(=O)[C@@H]45)[C@H]23)cc1	i	1.24
CCOc1ccc(N(CC(=O)NC2CCCCC2)S(=O)(=O)c2c(C)noc2C)cc1	i	0.16
CN1Cc2cccc3c2C(Cc2ccccc2S3)C1 (stereo unspecified)	i	-1.65
O=c1c([N+](=O)[O-])cccn1Cc1ccccc1Cl	i	0.46
O=C1CC(c2ccccc2)c2ccccc21 (stereo unspecified)	i	0.84
CCN(CC)S(=O)(=O)c1ccc2c(c1)nc(SCC(=O)N(C)C1CCS(=O)(=O)C1)n2CC (stereo unspecified)	i	-0.41
O=[N+]([O-])c1ccc(CN2CCOCCOCCN(Cc3ccc([N+](=O)[O-])cc3)CCOCC2)cc1	i	-0.83
CC(=O)N1CC2(C)CN(C(C)=O)CC(C)(C1)C2=O	i	-0.45
CCSc1nnc(CCNS(=O)(=O)c2ccc(C(C)=O)cc2)n1C	i	0.34
CCCN(C(=O)c1ccco1)c1nnc(-c2ccncc2)s1	i	-2.12
Cc1ccc(NC2c3ccccc3C(=O)N2CCN2CCOCC2)cc1 (stereo unspecified)	i	0.98
CCN(CC)C(=O)CSC(=Nc1ccccc1F)NC#N	i	-1.7
CCCNC(=O)NC1CCCCCCC1	i	-1.17
COc1ccc(NC(C)c2ccccc2)cc1 (stereo unspecified)	i	-0.6
Brc1ccc2[nH]c3nc(SCCN4CCOCC4)nnc3c2c1	i	-1.75&-0.24
Cc1ccc([N+](=O)[O-])cc1S(=O)(=O)Nc1ccc(C(=O)N(C)C)cc1	i	1.32
CC1=C(C(N)=O)C(c2cccs2)NC(=O)N1 (stereo unspecified)	i	2.43
S=C(NCCCN1CCOCC1)NC1CCCC1	i	0.09
COc1ccc(CN2CCN(Cc3ccccc3)C(CCO)C2)cc1OC (stereo unspecified)	i	0.49
CC[C@H]1c2[nH]c3ccccc3c2C[C@H]2C(=O)N(c3ccc(F)cc3)C(=O)N21	i	-0.88
CN(C)c1ccc(P(=O)(OC2CCCCC2)C(Nc2ccccc2)c2cccnc2)cc1 (stereo unspecified)	i	-0.05
COc1ccc(N2CCN(C(c3cc(OC)ccc3OC)c3nnnn3CC3CCCO3)CC2)cc1 (stereo unspecified)	i	0.4

Structures shown so far that have a thiophene ring, fused or not:
SMILES	KCNQ2 inh	Kir21 block
O=C(Nc1ccc2nc(-c3cccs3)[nH]c2c1)c1cccs1	i	1.95
O=C(N/N=C/c1ccc(Cl)cc1)c1cc2c(s1)-c1ccccc1CC2	i	0.7
CCOC(=O)c1cc2sccc2n1CCCN1C(=O)c2ccccc2C1=O	i	-0.27
CC1=C(C(N)=O)C(c2cccs2)NC(=O)N1 (stereo unspecified)	i	2.43

(next part)
SMILES	KCNQ2 inh	Kir21 block
CCOC(=O)N1CCC(NC(=O)CCC(=O)N2CC(C)Oc3ccc(Cl)cc32)CC1 (stereo unspecified)	i	1.37
CCC(=O)Nc1ccc(Nc2nc(Cl)nc(Nc3ccc(NC(=O)CC)cc3)n2)cc1	i	0.54
CN(Cc1cccs1)C(=O)Cn1cnc2ccccc2c1=O	i	-0.65
c1ccc(Cn2ncc3c(N4CCOCC4)ncnc32)cc1	i	0.07
Cc1cc(Cl)ccc1NC(=O)C1CCCN1C(=O)c1cccs1 (stereo unspecified)	i	-0.17
Cc1cccc(-c2cc3nc4c(c(N5CCCC(O)C5)n3n2)CCC4)c1 (stereo unspecified)	i	-0.02
O=C1CCCC(O)=C1C=NCCc1ccccc1	i	1.23
CCN(CC)S(=O)(=O)c1cccc(-c2nnc(SCC(=O)N3CCC(C(=O)O)CC3)n2N)c1	i	-0.56
CS(=O)(=O)N(CC(=O)N1CCCCC1)c1ccc(Cl)c(C(F)(F)F)c1	i	0.01
CC(C)c1nc(-c2ccccn2)no1	i	0.33

Entries from the list above containing an NH in an aromatic ring, in the order listed:
SMILES	KCNQ2 inh	Kir21 block
O=C(Nc1ccc2nc(-c3cccs3)[nH]c2c1)c1cccs1	i	1.95
Brc1ccc2[nH]c3nc(SCCN4CCOCC4)nnc3c2c1	i	-1.75&-0.24
CC[C@H]1c2[nH]c3ccccc3c2C[C@H]2C(=O)N(c3ccc(F)cc3)C(=O)N21	i	-0.88

Next section
SMILES	KCNQ2 inh	Kir21 block
COc1cc(/C=C2\SC(=Nc3cccnc3)NC2=O)cc(OC)c1OC	i	-0.02
COc1ccc(C(O)(CC(C)C)C(CN2CCOCC2)c2ccccc2)cc1 (stereo unspecified)	i	-2.92
Cc1cc(CNC(=O)c2cccnc2Cl)c2ccccc2n1	i	-0.12
Cc1ccc(-c2c(NC(=O)C(C)C)n(C)c3ccccc3c2=O)cc1	i	0.06
O=C1/C(=C/c2c[nH]c3ccccc23)CCC/C1=C\c1c[nH]c2ccccc12	i	-2.41
O=C(Nc1ccccc1C(=O)NCCCN1CCOCC1)c1ccc(Cl)cc1	i	-0.06
O=C(CCCc1ccccc1)NCc1ccccn1	i	0.66
CCOC(=O)c1ccccc1NC(=O)CSc1nnc(Cc2cccn2C)n1-c1ccc(F)cc1	i	-1.03
Cc1cccn2c(=O)c3cc(C(=O)NCC4CCCO4)c(=N)n(C4CCCCC4)c3nc12 (stereo unspecified)	i	1.12
COC(=O)c1ccc(OC(=O)c2nn(C)cc2Cl)c(OC)c1	i	1.32
CC(=O)N/N=C\c1ccccc1OC/C=C/c1ccccc1	i	-2.34
O=C(NCCCN1CCCCC1)C1CCCN(c2ncnc3c2nc2n3CCCCC2)C1 (stereo unspecified)	i	0.02
COc1ccccc1-n1cnc2cc(NCc3ccco3)ccc21	i	-0.02
O=C(CCC(=O)Nc1ccc(Br)cc1)N/N=C/c1ccc(O)cc1	i	0.65
Cn1c(=O)n(C)c2cc(S(=O)(=O)NCCO)ccc21	i	1.91
CS(=O)(=O)c1cccc(-c2nnc(NC(=O)c3ccc(S(=O)(=O)N4CCCC4)cc3)o2)c1	i	-0.18
C=CCNC(=S)N/N=C/c1ccc(OCc2ccccc2Cl)cc1	i	-1.36
COc1ccc(-c2nc3ccccc3c(=O)n2NC(=S)N(C)C)cc1	i	-0.88
CCNc1nc(NC(C)(C)C)nc(N2CCCC2)n1	i	0.29
CCN(CC)c1ccc(C(=O)OCc2cc(=O)oc3cc(O)ccc23)cc1	i	0.55
COc1ccc(S(=O)(=O)/N=C2/NC(=O)/C(=C/c3ccco3)S2)cc1	i	0.34
Cc1nc(NC(=O)COC(=O)c2cc3c(s2)CCC(C)C3)c(Cl)cc1Cl (stereo unspecified)	i	-0.18
Cc1cc(NC(=O)C2C3C(=O)N(CCC(C)C)C(C(=O)NCc4ccccc4)C34C=CC2(C)O4)no1 (stereo unspecified)	i	-0.83
CCOC(=O)C(NC(=O)Nc1ccc(F)cc1F)(Oc1ccccc1)C(F)(F)F (stereo unspecified)	i	0.05
Cc1ccc(S(=O)(=O)Oc2ccc3ccc(O)cc3c2)cc1	i	2.85
CCN(CC(=O)Nc1cc(Cl)ccc1C)C(=O)c1ccc2c(c1)NC(=O)C(C)S2 (stereo unspecified)	i	1.08
C/C(=N\NC(N)=S)C1(C)CC2(CC(C)(C)OC2=O)C(=O)O1 (stereo unspecified)	i	0.29
O=C(NC1CCCCC1)c1ccc2snnc2c1	i	-0.21
CC(C)c1ccc(/C=C/C(=O)NCCC2=CCCCC2)cc1	i	1.5
CN(CC(=O)N1CCN(c2ccccc2F)CC1)S(=O)(=O)c1cnc[nH]1	i	0.76
CC(OC(=O)C1CCCO1)C(=O)NC1CCCC1 (stereo unspecified)	i	0.07
CN1/C(=C/C=C(C#N)C#N)C(C)(C)c2ccccc21	i	-0.03
CCc1ccc2oc(-c3cc(N=Cc4cccc(OC)c4O)ccc3O)nc2c1	i	2.71
CCSc1nc(C)cc(Oc2ccc(=O)n(C)n2)n1	i	0.1
O=C(NCCc1ccccc1)c1ccc2c(c1)OCO2	i	-1.01
COc1ccc(CNC(=O)C2CCN(S(=O)(=O)c3ccccc3)CC2)cc1	i	-1.49
CC1CCCN(C(=O)Cn2nnc(-c3ccc(S(C)(=O)=O)cc3)n2)C1 (stereo unspecified)	i	0.2
CCN(CC)CCn1c(NCc2cccc(OC)c2OC)nc2ccccc21	i	-0.04
Cc1ccccc1OCC(=O)OCC(=O)Nc1cc(S(=O)(=O)N2CCCCC2)ccc1Cl	i	-0.61
Cc1ccc(N(C(=O)CS(=O)CC(=O)Nc2ccc(F)cc2)C(C)C(=O)NC(C)(C)C)cc1 (stereo unspecified)	i	-0.12

Structures from the list above containing a CF3 group:
SMILES	KCNQ2 inh	Kir21 block
CS(=O)(=O)N(CC(=O)N1CCCCC1)c1ccc(Cl)c(C(F)(F)F)c1	i	0.01
CCOC(=O)C(NC(=O)Nc1ccc(F)cc1F)(Oc1ccccc1)C(F)(F)F (stereo unspecified)	i	0.05

Later entries.
SMILES	KCNQ2 inh	Kir21 block
CC(=O)N(C)c1ccc(NC(=O)Nc2ccc(C)c(C)c2)cc1	i	-0.35
CC1CN(CC(=O)Nc2nc(-c3ccc(Cl)cc3)cs2)CC(C)O1 (stereo unspecified)	i	0.34
CC1=CC(C)(C)N(C(=O)CSc2nncn2C)c2ccccc21	i	0.71
S=C(N/N=C1\CCc2ccccc21)NC1CCCCC1	i	-1.49
CC(=O)c1c(O)cc(O)cc1CC(=O)O	i	-0.84
CCc1cc(-c2nc(N)ncc2-c2ccc(Br)cc2)c(O)cc1OC	i	0.34
CCCCCCCCCCCC(=O)c1c(O)cccc1O	i	-0.74
Cc1cc2occ(CC(=O)NC3=NCCS3)c2cc1C(C)C	i	0.11
Cc1nn(Cc2ccc(Cl)cc2Cl)c(C)c1NC(=O)C1C2CCC(O2)C1C(=O)O (stereo unspecified)	i	-0.36
COc1ccccc1NC(=O)C1C2C=CC3(CN(Cc4cccnc4)C(=O)C13)O2 (stereo unspecified)	i	0.08

Copied from the list:
Kir21 block with CCc1cc(-c2nc(N)ncc2-c2ccc(Br)cc2)c(O)cc1OC : 0.34
Kir21 block with S=C(N/N=C1\CCc2ccccc21)NC1CCCCC1 : -1.49
Kir21 block with CCCCCCCCCCCC(=O)c1c(O)cccc1O : -0.74
Kir21 block with COc1ccccc1NC(=O)C1C2C=CC3(CN(Cc4cccnc4)C(=O)C13)O2 (stereo unspecified) : 0.08

The listing continues:
SMILES	KCNQ2 inh	Kir21 block
O=C(NCc1ccc(F)cc1)C(c1ccccc1)N(C(=O)c1csnn1)C1CC1 (stereo unspecified)	i	1.27
CCN(C(=O)c1cc2c(s1)-c1ccccc1OC2)c1cc(OC)ccc1OC	i	-0.55
CCn1c(C(C)NC(=O)c2ccccc2C)n[nH]c1=S (stereo unspecified)	i	-1.69
COc1cccc(C(=O)COC(=O)c2cccs2)c1	i	2.03
CC(Sc1nnc(C(F)(F)F)n1C)C(=O)NC(N)=O (stereo unspecified)	i	-0.03
CCCC(=O)N1CCN(Cc2ccc3c(c2)OCO3)CC1	i	0.16
Cc1nc(C)c(-c2nnc(-c3ccc(C(C)(C)C)cc3)o2)cc1C(=O)NN	i	0.15
O/N=C(\c1ccc(Cl)cc1)c1ncc(C(F)(F)F)cc1Cl	i	0.91
Cc1c(-c2ccccc2)[n+](=O)c(-c2ccc(Br)cc2)c(C)n1[O-]	i	-0.8
CSc1ccccc1C(=O)Nc1c(C)cccc1C	i	0.1
CCOc1ccc(C(=O)Nc2ccc(-c3cc4ccccc4oc3=O)c(C)c2)cc1[N+](=O)[O-]	i	1.82
CC1CCN(C(=S)Nc2ccc3nc4n(c(=O)c3c2)CCCCC4)CC1	i	0.55
Cc1cc(-c2nnc(SCC(=O)Nc3ccccc3F)n2N)n[nH]1	i	0.68
CS(=O)(=O)N(CC(=O)N1CCN(Cc2ccc3c(c2)OCO3)CC1)Cc1ccc(Cl)cc1	i	-0.54
Cn1c(=O)c2c(nc(Oc3ccccc3N)n2C)n(C)c1=O	i	0.73
CC(=O)c1cccc(NC(=O)c2ccncc2)c1	i	0.32
CCC(CC)NC(=O)Nc1ccc(F)c(Cl)c1	i	-0.4
N#Cc1ccsc1NC(=O)CN1CCN(S(=O)(=O)c2ccccc2C(F)(F)F)CC1	i	-0.03
Cc1ccc(-n2nnnc2Sc2ccc(S(=O)(=O)NCCN(C)C)cc2[N+](=O)[O-])cc1	i	-2.58
COc1ccc(C(=O)NCC2CCCO2)cc1OC (stereo unspecified)	i	-1.2
